Screening data as filed in PubChem.
All columns: NCI-60 one-dose screen, growth in % after 48 h at 10 µM unless noted; 100 = growth as untreated, 0 = no growth, -100 = all killed.
A549/ATCC = A549/ATCC NSCLC; 3.7% of 81,000 active; AID 1794740
EKVX = EKVX NSCLC | 3% of 71,000 active
SK-MEL-28 = SK-MEL-28 melanoma; 4.1% of 81,000 active
UACC-257 = UACC-257 melanoma | 4.4% of 78,000 active | AID 1794764
HOP-92 = HOP-92 NSCLC cells; 6.3% of 71,000 active
M14 = M14 melanoma | 6.2% of 80,000 active | AID 1794745
SK-MEL-5 = SK-MEL-5 melanoma; 6.4% of 80,000 active
UACC-62 = UACC-62 melanoma; AID 1794756; 5.4% of 81,000 active
Active calls of the source: *; & = joins results of further samples. Rule for the calls: active = growth percent below 10; inactive = the rest.

Start of the listing, in advance, five compounds:
`O=C(/C=C/C12c3ccccc3C(c3ccccc31)C1C(=O)NC(=O)C12)c1ccc(Br)cc1` (stereo not drawn) gave A549/ATCC 50, EKVX 60, SK-MEL-28 51, UACC-257 62, HOP-92 75, M14 63, SK-MEL-5 68 and UACC-62 47.
`CC(=O)OCC1OC(OCC2OC(OC(C)=O)C(OC(C)=O)C(OC(C)=O)C2OC(C)=O)C(OC(C)=O)C(OC(C)=O)C1OC(C)=O` (stereo not drawn) gave A549/ATCC 94, SK-MEL-28 104, UACC-257 96, HOP-92 92, M14 107, SK-MEL-5 94 and UACC-62 92.
For CCC1(c2ccccc2)CN(C)C1=O (stereo not drawn) the results were A549/ATCC 101, SK-MEL-28 106, UACC-257 92, HOP-92 55, M14 104, SK-MEL-5 92 and UACC-62 104.
Screening S=C(Nc1ccc(C2=NCCN2)cc1)Nc1ccc(C2=NCCN2)cc1 returned A549/ATCC 100, EKVX 92, SK-MEL-28 110, UACC-257 94, M14 95, SK-MEL-5 97 and UACC-62 107.
Cc1cc(=O)c2c(N(C)C)cccc2[nH]1 was read as A549/ATCC 96, SK-MEL-28 108, UACC-257 101, HOP-92 77, M14 95, SK-MEL-5 91 and UACC-62 105.

This part in full, previewed entries included:
`O=C(/C=C/C12c3ccccc3C(c3ccccc31)C1C(=O)NC(=O)C12)c1ccc(Br)cc1` (stereo not drawn) gave A549/ATCC 50, EKVX 60, SK-MEL-28 51, UACC-257 62, HOP-92 75, M14 63, SK-MEL-5 68 and UACC-62 47.
`CC(=O)OCC1OC(OCC2OC(OC(C)=O)C(OC(C)=O)C(OC(C)=O)C2OC(C)=O)C(OC(C)=O)C(OC(C)=O)C1OC(C)=O` (stereo not drawn) gave A549/ATCC 94, SK-MEL-28 104, UACC-257 96, HOP-92 92, M14 107, SK-MEL-5 94 and UACC-62 92.
For CCC1(c2ccccc2)CN(C)C1=O (stereo not drawn) the results were A549/ATCC 101, SK-MEL-28 106, UACC-257 92, HOP-92 55, M14 104, SK-MEL-5 92 and UACC-62 104.
Screening S=C(Nc1ccc(C2=NCCN2)cc1)Nc1ccc(C2=NCCN2)cc1 returned A549/ATCC 100, EKVX 92, SK-MEL-28 110, UACC-257 94, M14 95, SK-MEL-5 97 and UACC-62 107.
Cc1cc(=O)c2c(N(C)C)cccc2[nH]1 was read as A549/ATCC 96, SK-MEL-28 108, UACC-257 101, HOP-92 77, M14 95, SK-MEL-5 91 and UACC-62 105.
Screening COc1ccc(N2[C@@H](CC3=CCCC3)[C@@]3(O)CC[C@@H](O)[C@@H](OC)[C@@H]3[C@@]2(C)[C@H](O)CC=C(C)C)cc1 returned A549/ATCC 59, EKVX 63, SK-MEL-28 93, UACC-257 91, HOP-92 60, M14 89, SK-MEL-5 69 and UACC-62 66.
Screening CC1=NN(c2ccccc2)C(=O)/C1=C\c1cc(=O)oc2ccc(C)cc12 returned A549/ATCC 95, EKVX 83, SK-MEL-28 114, UACC-257 109, HOP-92 98, M14 86, SK-MEL-5 96 and UACC-62 93.
Brc1ccc(Nc2nnc(-c3c[nH]c4ccccc34)o2)cc1 was read as A549/ATCC 97, EKVX 79, SK-MEL-28 105, UACC-257 101, HOP-92 75, M14 108, SK-MEL-5 22 and UACC-62 87.
`COC(=O)c1nn2c(c1C(=O)OC)CC1C(=O)N(c3ccccc3)C(=O)C1C2` (stereo not drawn) gave A549/ATCC 100, EKVX 91, SK-MEL-28 92, UACC-257 107, HOP-92 84, M14 114, SK-MEL-5 114 and UACC-62 94.
O=C(/C=C/c1ccc2c(c1)OCO2)C1CC1 was read as A549/ATCC 97, SK-MEL-28 110, UACC-257 99, M14 113, SK-MEL-5 105 and UACC-62 108.
For O=C1N(CCO)C=C(S(=O)(=O)c2ccccc2)C2=NCCCN12 the results were A549/ATCC 100, EKVX 99, SK-MEL-28 103, UACC-257 100, HOP-92 95, M14 95, SK-MEL-5 100 and UACC-62 100.
`CC(=O)O/N=C(/C)c1ccccc1` gave A549/ATCC 106, EKVX 101, SK-MEL-28 108, UACC-257 108, HOP-92 114, M14 99, SK-MEL-5 97 and UACC-62 105.
`CCOC(=O)C1Cc2ccccc2OC1=O` (stereo not drawn) gave A549/ATCC 100, SK-MEL-28 105, UACC-257 100, HOP-92 102, M14 108, SK-MEL-5 97 and UACC-62 93.
Screening COc1ccc(/C=C/C(=O)Oc2cc(C)c3sc(=O)[nH]c3n2)cc1 returned A549/ATCC 109, EKVX 91, SK-MEL-28 118, UACC-257 106, HOP-92 99, M14 102, SK-MEL-5 99 and UACC-62 100.
Screening CCc1c(C)c2cc3nc(-c4cc(OC)c(OC)c(OC)c4)oc3c(C)c2oc1=O returned A549/ATCC 79, EKVX 94, SK-MEL-28 110, UACC-257 92, HOP-92 96, M14 96, SK-MEL-5 97 and UACC-62 80.
Screening O=S(=O)(OCCCl)c1ccc(Cl)c(Cl)c1 returned A549/ATCC 101, EKVX 113, SK-MEL-28 112, UACC-257 104, HOP-92 94, M14 103, SK-MEL-5 101 and UACC-62 96.
For O=C(O)c1ccccc1C(=O)Nc1ccc(S(=O)(=O)Nc2nccs2)cc1 the results were A549/ATCC 97&108, EKVX 94&95, SK-MEL-28 101&106, UACC-257 109&110, HOP-92 115, M14 97&110, SK-MEL-5 109&97 and UACC-62 104&105.
`NC(=O)c1nnsc1-c1ccco1` gave A549/ATCC 99, EKVX 99, SK-MEL-28 107, UACC-257 105, M14 103, SK-MEL-5 102 and UACC-62 94.
For N#C/C(=C/c1cc(Cl)cc(Cl)c1O)C(N)=O the results were A549/ATCC 88, EKVX 101, SK-MEL-28 111, UACC-257 102, HOP-92 103, M14 104, SK-MEL-5 107 and UACC-62 94.
Nc1c(C(=O)NN2C(=O)c3ccccc3C2=O)sc(S)c1-c1nc2ccccc2s1 was read as A549/ATCC 104, EKVX 103, SK-MEL-28 100, UACC-257 98, HOP-92 86, M14 100, SK-MEL-5 97 and UACC-62 76.
`Cc1cc(C)n(C(=O)CNC(=O)Cn2c(=O)[nH]c3ccccc3c2=O)n1` gave A549/ATCC 95, EKVX 97, SK-MEL-28 98, UACC-257 89, HOP-92 108, M14 96, SK-MEL-5 101 and UACC-62 94.
CCn1c(-c2cc3c([nH]c4ccccc43)c(-c3cccc(O)c3)n2)n[nH]c1=S was read as A549/ATCC 38, EKVX 57, SK-MEL-28 54, UACC-257 41, HOP-92 13, M14 18, SK-MEL-5 -1.4* and UACC-62 44.
For CC(C)(C)n1cc(-c2ccnc(NCCNS(=O)(=O)c3ccc(F)cc3)c2)c(-c2cccc(F)c2)n1 the results were A549/ATCC 83, EKVX 71, SK-MEL-28 104, UACC-257 106, HOP-92 51, M14 97, SK-MEL-5 76 and UACC-62 79.
CCCC(=O)OC1CCCCC1C1CCCCC1 (stereo not drawn) was read as A549/ATCC 91, SK-MEL-28 105, UACC-257 87, M14 105, SK-MEL-5 103 and UACC-62 105.
For COC(C)c1cc(C(C)(C)C)c(O)c(C(C)(C)C)c1 (stereo not drawn) the results were A549/ATCC 81, EKVX 105, SK-MEL-28 110, UACC-257 79, HOP-92 80, M14 105, SK-MEL-5 99 and UACC-62 90.
`CCN1CCN(C(=O)[C@]2(C)CC[C@]3(C)CC[C@]4(C)C(=CC(=O)[C@@H]5[C@@]6(C)CC[C@H](O)C(C)(C)[C@@H]6CC[C@]54C)[C@@H]3C2)CC1` gave A549/ATCC 100, EKVX 91, SK-MEL-28 108, UACC-257 100, HOP-92 71, M14 101, SK-MEL-5 96 and UACC-62 93.
`COc1ccc(CCN2C(=O)CCSC2=S)cc1` gave A549/ATCC 97, EKVX 101, SK-MEL-28 78, UACC-257 85, HOP-92 42, M14 61, SK-MEL-5 94 and UACC-62 77.
`COc1ccc(C(=O)N/N=C/c2cc(OC)ccc2OC)cc1` gave A549/ATCC 111, EKVX 120, SK-MEL-28 107, UACC-257 112, HOP-92 94, M14 106, SK-MEL-5 97 and UACC-62 97.
COc1cc2oc(-c3cccc(NC(=O)c4cc(N)ccc4Cl)c3)cc(=O)c2c(OC)c1OC was read as A549/ATCC 103, EKVX 91, SK-MEL-28 108, UACC-257 127, HOP-92 52, SK-MEL-5 75 and UACC-62 94.
O=C(CBr)OCCC1CCCCC1 was read as A549/ATCC 104, EKVX 95, SK-MEL-28 111, UACC-257 106, HOP-92 101, M14 102, SK-MEL-5 104 and UACC-62 105.

Brought forward from above: 2 compounds, followed by the next part.
COc1cc2oc(-c3cccc(NC(=O)c4cc(N)ccc4Cl)c3)cc(=O)c2c(OC)c1OC was read as A549/ATCC 103, EKVX 91, SK-MEL-28 108, UACC-257 127, HOP-92 52, SK-MEL-5 75 and UACC-62 94.
O=C(CBr)OCCC1CCCCC1 was read as A549/ATCC 104, EKVX 95, SK-MEL-28 111, UACC-257 106, HOP-92 101, M14 102, SK-MEL-5 104 and UACC-62 105.
`COc1ccc(C2=C(c3c[nH]c4ccccc34)C(=O)OC2)cc1OC` gave A549/ATCC 102, EKVX 97, SK-MEL-28 111, UACC-257 100, HOP-92 86, M14 106, SK-MEL-5 98 and UACC-62 85.
Cc1cc(-c2cccc(S(=O)(=O)NC(=O)[C@@H](N)CC(C)C)c2)nc(N)n1 was read as A549/ATCC 108, EKVX 106, SK-MEL-28 126, UACC-257 103, HOP-92 94, M14 107, SK-MEL-5 101 and UACC-62 99.
CCN1CCCC1CNC(=O)c1ncc(-c2ccc(C(F)(F)F)cc2)c(NC2CCCCCC2)n1 (stereo not drawn) was read as A549/ATCC 77, SK-MEL-28 82, UACC-257 -46*, M14 26, SK-MEL-5 45 and UACC-62 78.
Screening Cc1nc(-c2ccccc2)cc2c(O)c(C(=O)N/N=C/c3ccc(N(C)C)cc3)[nH]c(=O)c12 returned A549/ATCC 41, EKVX 82, SK-MEL-28 80, UACC-257 106, HOP-92 32, SK-MEL-5 83 and UACC-62 97.
For C=C(C[n+]1ccccc1)[C@@H]1CC[C@]2(COC(C)=O)CC[C@]3(C)[C@H](CC[C@@H]4[C@@]5(C)CC[C@H](O)C(C)(C)[C@@H]5CC[C@]43C)[C@@H]12 the results were A549/ATCC 99, EKVX 100, SK-MEL-28 96, UACC-257 102, HOP-92 92, M14 103, SK-MEL-5 103 and UACC-62 86.
Screening O=C1NC(=O)c2cc(Br)ccc21 returned A549/ATCC 102, EKVX 97, SK-MEL-28 101, UACC-257 97, HOP-92 111, M14 105, SK-MEL-5 107 and UACC-62 106.
CC1CCCCC1(O)C[N+](=O)[O-] (stereo not drawn) was read as A549/ATCC 100, EKVX 98, SK-MEL-28 113, UACC-257 102, HOP-92 99, M14 104, SK-MEL-5 100 and UACC-62 100.
`O=C(NCc1ccccc1)/C(=C/c1ccccc1[N+](=O)[O-])CC(=O)c1ccc(Cl)c(Cl)c1` gave A549/ATCC 88, EKVX 90, SK-MEL-28 105, UACC-257 110, HOP-92 100, M14 94, SK-MEL-5 97 and UACC-62 73.
`COc1ccc(CO)cc1OC` gave A549/ATCC 101, EKVX 88, SK-MEL-28 102, UACC-257 93, M14 111, SK-MEL-5 122 and UACC-62 98.
Screening COc1ccc(NC(=O)c2ccc3c(c2)NC(=O)[C@@H]2CCCN32)cc1 returned A549/ATCC 102, EKVX 95, SK-MEL-28 107, UACC-257 104, HOP-92 98, M14 94, SK-MEL-5 101 and UACC-62 106.
Cc1cc(C)cc(C(=O)Nc2cccc(C#Cc3cccc4[nH]nc(N)c34)c2)c1 was read as A549/ATCC 55, EKVX 89, SK-MEL-28 72, UACC-257 91, M14 44 and UACC-62 60.
CC1=C(C(=O)n2nc3ccccc3n2)C(c2ccc(Cl)cc2)C(C(=O)n2nc3ccccc3n2)=C(C)N1 was read as A549/ATCC 106, EKVX 112, SK-MEL-28 117, UACC-257 103, HOP-92 114, M14 104, SK-MEL-5 99 and UACC-62 103.
For COc1cc2c3cc1Oc1c(OC)c(OC)cc4c1C(Cc1ccc(O)c(c1)Oc1ccc(cc1)CC3N(C)CC2)N(C)CC4 (stereo not drawn) the results were A549/ATCC -33*, SK-MEL-28 -81*, UACC-257 -62*, HOP-92 -17*, M14 -78*, SK-MEL-5 -98* and UACC-62 28.
For CCc1c(C)c2cc3nc(-c4ccc(OC)cc4)oc3c(C)c2oc1=O the results were A549/ATCC 68, EKVX 87, SK-MEL-28 105, UACC-257 75, HOP-92 95, M14 94, SK-MEL-5 104 and UACC-62 82.
For CC1CC=CCC1C(=O)OCCOC(=O)C1CC=CCC1C (stereo not drawn) the results were A549/ATCC 100, EKVX 112, SK-MEL-28 106, UACC-257 101, HOP-92 85, M14 102, SK-MEL-5 105 and UACC-62 110.
Screening COc1ccc(C(=O)Nc2cccc(-c3cc(=O)c4ccccc4o3)c2)cc1OC returned A549/ATCC 95, EKVX 97, SK-MEL-28 105, UACC-257 102, HOP-92 116 and UACC-62 95.
COc1ccc2c(c1)Sc1c(ccc3ccccc13)N2CCCN(C)C was read as A549/ATCC 74, EKVX 83, SK-MEL-28 116, HOP-92 66, M14 95, SK-MEL-5 95 and UACC-62 87.
Screening Cc1cc(Nc2nc(N3CCN(C)CC3)nc3ccccc23)n[nH]1 returned A549/ATCC 65, SK-MEL-28 69, UACC-257 83, HOP-92 60, M14 51, SK-MEL-5 90 and UACC-62 68.
Screening CCN1C(=O)N(CC)C2C1NN=c1s/c(=C\c3cccs3)c(=O)n12 (stereo not drawn) returned A549/ATCC 25, EKVX 61, SK-MEL-28 58, UACC-257 74, HOP-92 64, M14 8.4*, SK-MEL-5 -5.0* and UACC-62 38.
For Cc1ccc(S(=O)(=O)Nc2cc(C)nc3ccccc23)cc1 the results were A549/ATCC 91, EKVX 86, SK-MEL-28 90, UACC-257 90, HOP-92 71, M14 80, SK-MEL-5 62 and UACC-62 64.
Screening CN1c2ccccc2Sc2cc(/C=N/Nc3nc4ccccc4s3)ccc21 returned A549/ATCC 103, EKVX 88, SK-MEL-28 104, UACC-257 110, HOP-92 92, M14 96, SK-MEL-5 98 and UACC-62 90.
CC1(C)CCc2cc(-c3ccn(S(=O)(=O)c4ccc(C(C)(C)C)cc4)n3)ccc2O1 was read as A549/ATCC 75, SK-MEL-28 93, UACC-257 63, HOP-92 73, M14 91, SK-MEL-5 78 and UACC-62 70.
